trophozoite growth: anti-Giardia activity of synthetic compounds – Compounds Australia Scaffold Library subset, 24/48 h, primary screen (AID 1794835) | active compounds read high | inhibition, % at 10 µM | 2% of 2,500 active; in the data active = inhibition mostly above about 45%, no sharp cut-off; inactive = mostly below about 37%;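 note: 0% = parasite counts in DMSO vehicle wells; trophozoite growth inhibition read by imaging counts at 24 h; calls made by hand needing about 50% inhibition in two separate runs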
Active calls of the source: *; i = inactive. Only part of the results is shown. The share of hits here may be higher or lower than overall.

SMILES | trophozoite growth
Cc1ccc(-c2nc3ncccn3c2NC(=O)c2cccc(C(F)(F)F)c2)cc1 | 0.6
COc1ccc(-c2csc(-c3nnn(-c4cc(Cl)c(OC)cc4OC)c3N)n2)cc1 | i
Cc1nc2sccn2c1-c1nc(-c2cccc3ccccc23)cs1 | 37.4
Cc1oncc1C(=O)N1CCC(C(=O)Nc2cccc(C(C)C)c2)CC1 | i
CCc1nc(-c2cc(S(=O)(=O)N(C)c3cccc(C)c3)c(C)s2)no1 | 30.8
COc1ccc(NC(=O)N2Cc3cccn3-c3ccccc32)cc1OC | i
COc1ccc(-c2nc3sc(CCNC(=O)C(C)(C)C)c(C)n3n2)cc1 | 3.5
O=C(NCC(F)(F)F)C1CCCN1c1nn2cc(-c3ccccc3)nc2s1 (configuration not stated) | i
O=C(Nc1ccc2c(c1)OCO2)C1CCN(Cc2nnnn2-c2ccccc2)CC1 | 4.9
CCN1CCN(C(=O)c2ccc(-c3nc(-c4ccccc4)no3)cc2)CC1 | i
COc1cccc(CC(=O)N(C)C2CCN(c3nccnc3OC)C2)c1 (configuration not stated) | i
Cc1csc(C2(NC(=O)Nc3ccc4c(c3)CCO4)CCC2)n1 | 20.7
O=C(Nc1ncn(Cc2ccccn2)n1)c1ccc(Cl)c(Cl)c1 | i
O=C(NCc1ccccc1)c1cc(-c2ccco2)on1 | i
CCC1CCCCN1C(=O)Cn1c(C(=O)OC)cc2occc21 (configuration not stated) | 8.8
O=C(C1CC(=O)N(c2cccc(-c3noc(C4CCC4)n3)c2)C1)N1CCN(c2ccccc2F)CC1 (configuration not stated) | 5.7
CCOC(=O)c1cnn(C2CCN(C(C)c3ccccc3)CC2)c1N (configuration not stated) | i
O=C(Cn1cccc1-c1nnc(C2CC2)o1)N1CCc2ccccc2C1 | i
COc1cccc(C2=NS(=O)(=O)N(C)C(C(=O)N3CCCCC3C)=C2)c1 (configuration not stated) | i
Cc1ccc(-c2ocnc2C(=O)NCc2ccccc2C)s1 | i
CC(=O)c1c(C)[nH]c(C(=O)C(C)N2CCN(Cc3cn4ccccc4n3)CC2)c1C (configuration not stated) | i
Cc1cc2n(CC(O)COc3ccccc3)c(=O)c3ccccc3n2n1 (configuration not stated) | 6.9
O=C(NCc1n[nH]c(=O)c2ccccc12)c1ccc(S(=O)(=O)N2CCOCC2)cc1 | 2.8
CC(C)(C)Nc1c(-c2ccc(F)cc2)nc2sc(N3CCN(Cc4ccccn4)CC3)nn12 | 32.2
CCc1ccccc1NC(=O)c1cnn2c1NC(C(=O)O)=CC2c1cccs1 (configuration not stated) | 8.9
C=CCNC(=O)CCN1CCN(Cc2ccccc2)C1=O | i
CC(C)Cn1cnnc1C1CCCN1C(=O)Cc1ccc(Cl)cc1 (configuration not stated) | i
Cc1ccc(N2CCCC2)c(C(=O)N2CC3CCC2C3)c1 (configuration not stated) | i
CC(C)n1ncc2c(C(=O)N3CCC(NS(=O)(=O)c4cccs4)CC3)cc(C3CC3)nc21 | i
O=C(CCC(=O)N1CCCN(c2nc3cccnc3s2)CC1)NCCc1c[nH]c2ccccc12 | i
CCc1ccc(NC(=O)c2cc3nccc(-c4ccc(OC)c(OC)c4)n3n2)cc1 | i
Cc1ccc(-n2nc(C)c3c(=O)n(CC(=O)NCCC4=CCCCC4)ccc32)cc1 | i
c1ccc2oc(N3CCCC(Cn4cncn4)C3)nc2c1 (configuration not stated) | i
O=C(NCc1n[nH]c(=O)c2ccccc12)c1ccccc1F | i
CCc1noc2nc(C)nc(N3CCCC(C(=O)O)C3)c12 (configuration not stated) | i
COCCN1C(=O)c2oc3ccccc3c2OCC1(C)C(=O)NCc1ccccc1OC (configuration not stated) | 21.5
CS(=O)(=O)c1nccn1Cc1ccccn1 | 1.6
CCCCn1nnnc1CN1C(=O)NC(C)(c2ccc3c(c2)OCO3)C1=O (configuration not stated) | i
CC(=O)N1c2ccc(S(=O)(=O)N3CCCCC3)cc2CC1C(=O)N1CCCCC1 (configuration not stated) | i
CCCn1nc2c(cc1=O)CN(Cc1nc(-c3ccco3)no1)CC2 | i
CC1CCc2nn(CC(=O)NC(C)c3ccccc3)cc2C1 (configuration not stated) | i
Cc1nn(-c2ccccn2)c2ncc(C(=O)NC(c3ccccc3)C(C)C)cc12 (configuration not stated) | i
Cc1ccc(S(=O)(=O)N2CCCN(C(=O)c3cn[nH]c3-c3ccc(F)cc3)CC2)cc1 | 40.4
CC1(c2ccccn2)NC(=O)N(Cc2ccc(F)cc2)C1=O (configuration not stated) | i
NCCCNC(=O)CN1CCCC(CN2CCN(c3ccccn3)CC2)C1 (configuration not stated) | i
Cc1ccc([C@@H]2C[C@H](c3ccccc3)n3nnnc3N2)cc1 | 20.1
CCn1c(C2CCN(C(=O)c3ccc(Br)cc3)C2)nc2cccnc21 (configuration not stated) | i
O=C(CN1C(=O)C(=O)N(Cc2ccco2)C1=O)NCC1COc2ccccc2O1 (configuration not stated) | i
Cc1ccccc1N=C(NC(=O)c1ccccc1)N1CCN(C=O)CC1 | 2.1
O=C(c1cn2ccccc2n1)N1CCN(c2ncccn2)CC1 | i
Cc1ccc(CNC(=O)c2ccc3nn(CC(=O)NCCC4=CCCCC4)c(=O)n3c2)cc1 | i
CN(c1cc(C(F)(F)F)nc(-c2ccncc2)n1)C(c1cccc(F)c1)c1cnn(C)c1 (configuration not stated) | i
Cc1cc(C(=O)N2CCC(Oc3ccccc3)CC2)n[nH]1 | 4.5
Cc1nc(NC(=O)CCn2c(=O)oc3cc(Cl)ccc32)sc1-c1nccn1C(F)F | i
CCOc1ccc(-c2nc(CSCC(=O)N3CCN(c4ccc(Cl)cc4)CC3)c(C)o2)cc1 | i
C/C=C/c1ccc(OCC(=O)N2CCCN(C(=O)C3CCCC3)CC2)c(OC)c1 | 16.5
Cc1cc(C)c(S(=O)(=O)N2CCc3nc[nH]c3C2)cc1C | i
COc1ccccc1CNC(=O)C1(C)Cc2ccccc2C(=O)N1CC1CC1 (configuration not stated) | i
CCOc1ccccc1N1C(=O)C(=O)N(Cc2nc(C)no2)C1=O | 14.0
O=C1CC(C(=O)N2CCN(c3ccccc3)CC2)CN1CCc1ccccc1 (configuration not stated) | 6.2
Additional results.
SMILES | trophozoite growth
CCCCS(=O)(=O)N1CCC(c2nnnn2-c2ccc(C)cc2)CC1 | i
COc1ccc(-c2nnc(-c3cccnc3N3CCN(C(=O)c4cccc(OC)c4)CC3)o2)cc1 | 2.3
CC(C)n1cc2cc(C(=O)NCCCN3CCCc4ccccc43)sc2c1 | 3.6
CC(C)C(=O)N1CCN(c2nc3ccccc3nc2C(F)(F)F)CC1 | i
CCCCC(=O)N1CCN(S(=O)(=O)c2c[nH]c3ncccc23)CC1 | 2.4
Cc1cccc(-n2c(CN3CCN(C(=O)NCC4CCCO4)CC3)nc3cccnc32)c1 (configuration not stated) | 0.7
COc1ccccc1N1CCN(Cc2ccc(=O)n(C)c2)CC1 | i
O=C(CC1c2ncccc2C(=O)N1c1ccccc1)NCCC1=CCCCC1 (configuration not stated) | 0.6
COc1ccccc1-c1noc(Cn2cnc3c(nnn3Cc3ccccc3)c2=O)n1 | 6.5
O=C(NCCc1ccccc1)c1ccc(Nc2nc3ccccc3n3nnnc23)cc1 | 8.5
CCOC(=O)c1ccc(S(=O)(=O)N2CCN(c3cc(C)nc(C)n3)CC2)o1 | i
Cc1cc(C(=O)Nc2cc(Cl)c(N)c(Cl)c2)c2nc3n(c2n1)CCCCC3 | 1.3
COc1ccc(-c2noc(-c3cc(-c4cccs4)[nH]n3)n2)cc1 | 15.5
CCOC(=O)C1=C(CN2CCN(Cc3cscn3)CC2)NC(=O)NC1 | i
Cn1cnc2cc(-c3noc(C4CCCO4)n3)ccc21 (configuration not stated) | 22.8
Cc1noc(C)c1S(=O)(=O)N1CC=C(c2c(C)n(Cc3cccc(F)c3)c3ccccc23)CC1 | i
Cc1ccc(S(=O)(=O)C2(C(=O)N(C)Cc3cccc4ccccc34)CCC2)cc1 | i
Cc1ccc(NS(=O)(=O)c2cn(C)c(C)n2)cc1C | 0.3
COc1ccc(-c2cc3c(=O)n(Cc4cccc(F)c4)ccn3n2)cc1 | i
NC1=NC(c2ccc(-c3ccc(F)cc3)o2)n2c(nc3ccccc32)N1 (configuration not stated) | 18.4
Cc1ccc(C)c(NC(=O)C2CCN(c3ncccc3-n3cccc3)CC2)c1 | i
Cn1cccc1C1CCCN1Cc1nc2cc(-c3ccc(Cl)cc3)sc2c(=O)[nH]1 (configuration not stated) | i
Cc1ccc(-c2noc(-c3cccn(CC(=O)NCCc4ccccc4)c3=O)n2)cc1 | i
O=C(Cn1nnc(-c2cccs2)n1)NCc1ccc(Cl)cc1 | 45.7
Cc1cc(C2CCCN2CC(=O)NC(N)=O)no1 (configuration not stated) | i
O=c1c2cccnc2n(Cc2cc(=O)n3ccccc3n2)c(=O)n1CCc1ccccc1 | 7.3
CCC(=O)N1CCCC1C1CCCN1Cc1cn2c(C)cccc2n1 (configuration not stated) | 16.6
Cn1cc(N2CCC(NC(=O)c3ccc(C(C)(C)C)cc3)C2=O)cn1 (configuration not stated) | i
Cc1ccc(OCC(=O)NCC2(N3CCN(C)CC3)CCCCC2)cc1 | 9.4
Cc1nnc(-c2cc(NC(=O)c3sc(C)nc3C)c(C)s2)o1 | i
O=C(/C=C/c1cccc([N+](=O)[O-])c1)Nc1ccc2c(c1)nc1n2CCCCC1 | i
CC(=O)c1c(C)[nH]c(C(=O)Nc2nc(-c3ccco3)c(-c3ccco3)s2)c1C | 52.8*
O=C(Cn1cc(-c2nnco2)c2ccccc21)NCc1ccccc1Cl | i
CC1(C)Cc2nc3[nH]c(=O)n(Cc4ccco4)c(=O)c3cc2CO1 | 7.3
COc1ccc(OC)c(NC(=O)N2CCC3(CC2)Nc2ccccc2-n2cccc23)c1 | 15.0
Cc1[nH]c(=O)sc1S(=O)(=O)N1CCN(c2ccccc2[N+](=O)[O-])CC1 | i
Cc1ccc(-c2nc3ncccn3c2NC(=O)c2ccc(C(F)(F)F)cc2)cc1 | 13.4
O=C([C@H]1C[C@H]2CCCN2[C@@]12C(=O)Nc1ccccc12)N1CCN(c2ccccc2)CC1 | 16.0
COc1cc2c(cc1OC)C(C(=O)O)C(c1ccccc1OC)N(C)C2=O (configuration not stated) | i
COC(=O)c1ccc(C(=O)N2CCc3sccc3C2)s1 | i

3 entries from above, as labelled records.
> CC(=O)c1c(C)[nH]c(C(=O)Nc2nc(-c3ccco3)c(-c3ccco3)s2)c1C
  trophozoite growth = 52.8*

> O=C(Cn1cc(-c2nnco2)c2ccccc21)NCc1ccccc1Cl
  trophozoite growth = i

> CC1(C)Cc2nc3[nH]c(=O)n(Cc4ccco4)c(=O)c3cc2CO1
  trophozoite growth = 7.3

Next part
SMILES | trophozoite growth
CC(c1nnc(-c2cccs2)o1)N1CCc2cncnc2C1 (configuration not stated) | 12.9
O=C(c1ccccc1)N1CCN(c2cc(-c3ccc(Cl)cc3)[nH]n2)CC1 | 14.4
Cn1c(=O)c2c(nc(CN3CCC(C(N)=O)CC3)n2Cc2ccc(F)cc2)n(C)c1=O | i
CCC(C)(NCc1ncc(-c2cccs2)o1)c1nccs1 (configuration not stated) | 26.6
CC(C)n1nc2c(cc1=O)CN(Cc1nc(-c3ccoc3)no1)CC2 | 10.7
Cc1cc(C2CCCN2C(=O)NCc2ccc3c(c2)OCO3)no1 (configuration not stated) | i
Cc1[nH]ncc1C(=O)N1CCCN(Cc2nccn2C(C)C)CC1 | i
CCC1Cn2c(C(=O)NCCN(C)C3CCCCC3)cc3cccc(c32)O1 (configuration not stated) | 53.7*
COCCn1cc2c3c(cccc31)CN(C(=O)c1cccc(Cl)c1)CC2 | 26.2
CCc1n[nH]c(=O)c2cc(S(=O)(=O)Nc3ccc(OC)cc3)cn12 | 1.6
CCC(OC1CCCC1)C(=O)N1CCN(c2nccn2C)CC1 (configuration not stated) | i
CS(=O)(=O)N1CCCc2cc(-c3csc(N)n3)ccc21 | 7.2
Cc1nn(-c2ccccc2)c(C)c1C1C(=O)NCCN1C(=O)Nc1cccc([N+](=O)[O-])c1 (configuration not stated) | i
COCCc1ccc(Oc2nnnn2-c2ccccc2)cc1 | 24.6
CCOc1ccc(S(=O)(=O)Nc2cccc(-c3ccc(OC)nn3)c2)cc1 | 10.8
Fc1ccccc1Cc1nnc(C2(c3ccc(Br)cc3)CCOCC2)o1 | i
Cc1nc(NC(=O)c2c[nH]c(C(=O)N3CCCC3)c2)sc1-c1ccccn1 | i
CCC(C)NS(=O)(=O)c1ccc(-c2cc(C)no2)o1 (configuration not stated) | i
Cc1nc(CN2CCCN(c3cccnn3)CC2)no1 | i

Random excerpt: 7 entries already listed.
SMILES | trophozoite growth
Cc1nc(CN2CCCN(c3cccnn3)CC2)no1 | i
Cn1c(=O)c2c(nc(CN3CCC(C(N)=O)CC3)n2Cc2ccc(F)cc2)n(C)c1=O | i
CCOc1ccc(S(=O)(=O)Nc2cccc(-c3ccc(OC)nn3)c2)cc1 | 10.8
Cc1nn(-c2ccccc2)c(C)c1C1C(=O)NCCN1C(=O)Nc1cccc([N+](=O)[O-])c1 (configuration not stated) | i
CC(C)n1nc2c(cc1=O)CN(Cc1nc(-c3ccoc3)no1)CC2 | 10.7
CCC(C)(NCc1ncc(-c2cccs2)o1)c1nccs1 (configuration not stated) | 26.6
CCC(C)NS(=O)(=O)c1ccc(-c2cc(C)no2)o1 (configuration not stated) | i

Compound activity deposited in PubChem by Institute for Biomedicine and Glycomics.
